hcGAS inh: blocks human cGAS activity; Q8N884; recombinant h-cGAS, ATP depletion, Kinase-Glo luminescence; 290,000 compounds, 0.081% hits; inhibition, % at 12.5 µM;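 further: 0% = vehicle reaction and 100% = reaction without DNA for no activity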
Target sequence (Q8N884 whole entry, looked up): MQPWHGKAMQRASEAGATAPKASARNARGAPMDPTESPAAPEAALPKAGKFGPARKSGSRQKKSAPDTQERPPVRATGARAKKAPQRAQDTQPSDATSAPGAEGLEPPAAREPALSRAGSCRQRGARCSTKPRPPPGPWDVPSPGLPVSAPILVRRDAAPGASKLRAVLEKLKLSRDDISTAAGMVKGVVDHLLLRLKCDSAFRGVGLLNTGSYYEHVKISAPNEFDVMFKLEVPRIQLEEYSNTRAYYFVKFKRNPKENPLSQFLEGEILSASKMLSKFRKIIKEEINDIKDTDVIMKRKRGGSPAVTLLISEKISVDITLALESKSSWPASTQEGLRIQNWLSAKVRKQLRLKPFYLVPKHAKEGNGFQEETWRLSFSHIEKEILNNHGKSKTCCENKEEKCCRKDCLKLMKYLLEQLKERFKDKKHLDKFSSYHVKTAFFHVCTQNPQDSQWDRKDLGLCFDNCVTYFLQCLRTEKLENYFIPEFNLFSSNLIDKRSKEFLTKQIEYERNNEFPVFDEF
mcGAS lum: blocks mouse cGAS activity; Q8C6L5; recombinant cGAS, Kinase-Glo ATP depletion luminescence; inhibition, % at 12.5 µM; 160,000 compounds, 0.15% hits;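 further: 0% = negative control wells and 100% = reference inhibitor with no enzyme activity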
NPYLR7 ag: activates Aedes aegypti NPYLR7 receptor | 270,000 compounds, 0.15% hits | HEK293T NPYLR7/Galpha15, GCaMP6s calcium fluorescence | AID 1259423 | activation, % at 10 µM; in the data active means activation above about 40%;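 further: 0% = vehicle and 100% = reference agonist at the receptor; some compounds past the cut are filed as inactive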
* hit, by the source's call; . = not tested or not shown; & = joins results of further samples. Unless noted, no stated cut-off is given here; in the data, active means inhibition above about 40%; inactive means the rest.

Below each compound: hcGAS inh	mcGAS lum	NPYLR7 ag
> O=S1(=O)CCC(N(CC2CCCO2)C(=S)NC2CC3CCC2C3)C1 (stereo not drawn)
→ -7	-17	4
> CCN(CC(=O)N(C)C)Cc1ccnc(Cl)c1
→ -8	.	5
> CCOC(=O)c1c(CCCO)cnc2cc(C)nn12
→ 4	-2	0
> CCCC(=O)N1CCC2(CC1)C(=O)N(CC(=O)NC1CC1)CN2c1ccccc1
→ -5	-5	22
> CCSCCC(=O)NC1CCN(c2ccccc2Cl)C1=O (stereo not drawn)
→ -8	.	10
> CC(C)Oc1ccc(C(=O)NNC(=O)c2nccnc2N)cc1
→ -31	-21	6
> CCc1nc(C)c(C(=O)Nc2cc(C(=O)N(CC)CC)ccc2Cl)o1
→ -7	.	4
> CSc1ccc2cc(CN(C)Cc3ccncc3C)c(=O)[nH]c2c1
→ -2	.	17
> CN(C(=O)CSCC(=O)O)C1CCCCC1
→ -5	.	1
> CCCCc1ccc(Nc2nnc(SCC(=O)NC3CCCC3)s2)cc1
→ -2	-3	0
> CCCC(Sc1nnc(Cc2ccccc2)n1-c1ccccc1OC)C(=O)OCC (stereo not drawn)
→ -7	-7	.
> NC1(C(=O)N[C@@H](CCO)c2ccc(Cl)cc2)CCN(c2ncnc3[nH]ccc23)CC1
→ -6	-11	1
> COc1ccc(C2CC(=O)C3=C(C2)N=C(C)C(C#N)C3c2ccc(Cl)c(Cl)c2)cc1 (stereo not drawn)
→ -2	-7	12
> O=C(O)c1ccccc1SC/C=C/c1ccccc1
→ -2	-4	-7
> COc1ccc(N2CCN(Cn3nc(-c4ccncc4)n(C)c3=S)CC2)cc1
→ -6	.	9
> CCC(Cc1ccccc1)OC(=O)c1ccc(S(C)(=O)=O)o1 (stereo not drawn)
→ -2	.	-3
> COc1ccc(N2CCN(c3cc(C(=O)NCc4ccccc4)ncn3)CC2)cc1OC
→ -8	-2	-4
> CCCC(C(=O)NC1CCN(S(C)(=O)=O)CC1)n1cccc1 (stereo not drawn)
→ -8	.	4
> Cc1ccc2nc3c(cc(C#N)c(=O)n3CCN3CCOCC3)c(=O)n2c1
→ -1	-3	0
> N#CC(=Cc1ccc(C#N)cc1)c1ccc([N+](=O)[O-])cc1
→ -4	.	4
> CN(C)C(=O)CSc1nnc(-c2cccs2)n1C1CC1
→ -8	.	8
> Cc1nc2sc(C)c(C)n2c(=O)c1NC(=O)COc1ccccc1F
→ -7	.	32
> Cc1ccc(C(C)NS(=O)(=O)c2ccc3c(c2)CCCC3)o1 (stereo not drawn)
→ -14	-9	1
> CCCCN(CC(=O)N1CCc2sccc2C1c1ccc(OC)cc1)S(=O)(=O)c1ccc(Cl)cc1 (stereo not drawn)
→ 6	1	-2
> CN1CCC2(CC1)CN(C(=O)C(C)(C)C)CC2C(=O)NC1CC1 (stereo not drawn)
→ -8	-5	.
> CC(SC1CCCC1)C(=O)Nc1ncc(Cl)cc1Cl (stereo not drawn)
→ -12	.	-16
> C=CCCC(O)CNc1ccc(-n2nc(OCCOCC)nc2-c2ccccc2C)cc1 (stereo not drawn)
→ 52*	0	-1
> CCSc1nnc(NC(=O)CN(C)Cc2cnn(C)c2C)s1
→ -4	.	4
> FC(F)(F)c1ccc(-c2nc(CSc3ccc(Cl)cc3Cl)cs2)cc1
→ -5	-5	3
> CN(Cc1ccc(CN(C)S(C)(=O)=O)o1)C1CCCc2ccccc21 (stereo not drawn)
→ -6	.	-6
> CN(C)c1ccc(/C=N\Nc2nc(N3CCCC3)nc(N3CCOCC3)n2)cc1
→ -1	-7	17
> Cc1nc(CC(C)C)c(C(=O)O)s1
→ -6	.	1
> CN(CC(=O)NCC(O)c1ccsc1)c1ccc(C#N)cn1 (stereo not drawn)
→ -6	.	2
> CCOC(=O)N1CCC(N2CCCC(C(=O)Nc3cccc(-n4cccn4)c3)C2)CC1 (stereo not drawn)
→ 2&-2	-7	17
> COc1cc(/C=C/C(=O)Nc2c3c(nn2-c2ccccc2)CSC3)cc(OC)c1OC
→ -2	-6	-1
> CC(=O)Nc1ccc(C(=O)N(C2CC2)C(C)(C)C(=O)Nc2ccc(F)cc2)cc1
→ -4	.	3
> O=C(OCc1cc2c(Cl)cccc2[nH]1)c1cscn1
→ -7	.	6
> O=C(c1cc2n(n1)CCN(Cc1cccc(F)c1)C2=O)N1CCN(c2cccc(Cl)c2)CC1
→ -4	-6	5
> COC(=O)c1ccc(C=CC(=O)c2ccc(OC)cc2)cc1
→ -5	28	0
> COc1cc(C=CC(=O)c2ccc(C#N)cc2)ccc1O
→ 2	3	3
> NCc1ccc(F)c(-c2ccccc2-c2ccccc2)c1
→ -4	.	6
> COc1ccc(S(=O)(=O)NCC2CCCN(C(=O)c3cnc(C)cn3)C2)cc1 (stereo not drawn)
→ -5	-3	1
> CCC(CO)[n+]1c(C)cc(C=C2Sc3ccccc3N2Cc2ccccc2)cc1C (stereo not drawn)
→ 7	.	150*
> O=[N+]([O-])c1cccc2ncccc12
→ -9	.	-5
> CCS(=O)(=O)c1nnnn1-c1ccccc1
→ -9	-5	31
> COCCN1C(=O)C(=Cc2c(N3CCCCC3)nc3c(C)cccn3c2=O)SC1=S
→ -7	-6	4
> Nc1n[nH]c(-c2ccccc2Br)n1
→ -4	.	-3
> O=c1c2nnn(-c3ccccc3)c2ncn1Cc1ccc(Cl)cc1Cl
→ -2	.	8
> O=C(O)c1cnc2ncnn2c1C(F)(F)F
→ -4	.	-3
> c1ccc(-c2ncn(Cc3noc(C4CCCO4)n3)c2-c2ccsc2)cc1 (stereo not drawn)
→ 0	-1	10
> Cc1ccc(-n2ncc3c(=O)n(NC(=O)c4cc([N+](=O)[O-])ccc4Cl)cnc32)cc1
→ -11	.	2
> COc1ccc(NC(C)=O)cc1NC(=O)C1CCCN(C(=O)c2ccoc2)C1 (stereo not drawn)
→ -4	.	16
> N[C@@H]1c2ccccc2C2(CCN(C(=O)CCn3cc(Cl)cn3)CC2)[C@H]1O
→ -5	.	-5
> COc1ccc(/C=C2\C=C(c3ccccc3)N(c3cccc4ccccc34)C2=O)cc1Br
→ -6	-7	-1
> CCCn1c(=O)c2[nH]c(-c3ccc(OCC(=O)NCCN)cc3)nc2n(CCC)c1=O
→ 0	-2	2
> Nc1cc(=O)[nH]c(SCc2nc3ccccc3c(=O)[nH]2)n1
→ 4	.	0
> CC(=O)N1CCC(S(=O)(=O)NCc2ccc(N(C)C)cc2)CC1
→ -9	.	10
> O=[N+]([O-])c1ccc2nc(SCc3csc(-c4ccc(C(F)(F)F)cc4)n3)sc2c1
→ -6	-6	25
> O=C(O)CCc1nc(-c2cccs2)no1
→ 0	-4	0
> Cc1nc2ccccn2c(=O)c1NC(=O)c1ccc(Br)o1
→ -2	.	-2

By substructure: the entries above containing a furan ring, fused or not (5)
Below each compound: hcGAS inh	mcGAS lum	NPYLR7 ag
> CCC(Cc1ccccc1)OC(=O)c1ccc(S(C)(=O)=O)o1 (stereo not drawn)
→ -2	.	-3
> Cc1ccc(C(C)NS(=O)(=O)c2ccc3c(c2)CCCC3)o1 (stereo not drawn)
→ -14	-9	1
> CN(Cc1ccc(CN(C)S(C)(=O)=O)o1)C1CCCc2ccccc21 (stereo not drawn)
→ -6	.	-6
> COc1ccc(NC(C)=O)cc1NC(=O)C1CCCN(C(=O)c2ccoc2)C1 (stereo not drawn)
→ -4	.	16
> Cc1nc2ccccn2c(=O)c1NC(=O)c1ccc(Br)o1
→ -2	.	-2

5 compounds already listed, ordered by count of non-hydrogen atoms, ascending.
Below each compound: hcGAS inh	mcGAS lum	NPYLR7 ag
> Nc1n[nH]c(-c2ccccc2Br)n1
→ -4	.	-3
> O=C(O)CCc1nc(-c2cccs2)no1
→ 0	-4	0
> O=C(OCc1cc2c(Cl)cccc2[nH]1)c1cscn1
→ -7	.	6
> Cc1ccc(-n2ncc3c(=O)n(NC(=O)c4cc([N+](=O)[O-])ccc4Cl)cnc32)cc1
→ -11	.	2
> COc1cc(/C=C/C(=O)Nc2c3c(nn2-c2ccccc2)CSC3)cc(OC)c1OC
→ -2	-6	-1

Remaining list, next part:
Below each compound: hcGAS inh	mcGAS lum	NPYLR7 ag
> C[C@]12C=CC(=O)C=C1CC[C@@H]1[C@@H]2[C@@H](O)C[C@@]2(C)[C@H]1CC[C@]2(O)C(=O)COC(=O)CCC(=O)O
→ -2	.	-2
> Cc1cnc(C2CC2)n1C1CCN(C(=O)N(C)C)CC1
→ -11	-4	.
> COCCCNC(=O)CN1CN(c2ccccc2)C2(CCN(C(=O)c3cccc(Br)c3)CC2)C1=O
→ -10	-5	30
> Cc1ccc(Nc2nc(N3CCN(C)CC3)nc(N)c2[N+](=O)[O-])cc1
→ 3	.	1
> CCN(Cc1ccncc1)C1CCCN(S(=O)(=O)c2cccc3cccnc23)C1 (stereo not drawn)
→ -7	.	7
> COc1ccc(C(=O)CSc2nnc(-c3ccccc3OC)o2)cc1
→ -3	-5	2
> CC(NC(=O)c1ccc(S(=O)(=O)NCc2ccco2)cc1)c1ccco1 (stereo not drawn)
→ 2	-3	4
> Cc1cc(NC(=O)N(C)CC(C)C)ccc1N1CCSCC1
→ 0	.	-2
> COc1ccc(OC)c(S(=O)(=O)N2CCN(c3cccc(C)c3C)CC2)c1
→ -4	.	2
> CCCNC(=O)Cn1cnc2c(nnn2C)c1=O
→ -5	.	1
> CCC(C)(C)NC(=O)CSc1nc2ccccc2c(=O)n1-c1ccc(C)cn1
→ -5	.	0
> CCc1nc2n(n1)C(=O)C(C(c1ccc(F)cc1)N1CCN(C)CC1)S2 (stereo not drawn)
→ -4	-6	-6
> COC(=O)[C@H](C)NC(=O)c1cn[nH]c1-c1ccc(F)c(Cl)c1
→ -7	-13	0
> CC(=O)N1N=C(c2cccc(Cl)c2)OC1c1ccc(F)cc1 (stereo not drawn)
→ -3	.	-5
> COCCN(Cc1nc2cc(Cl)ccc2o1)C(=O)CCC(=O)OC
→ -7	-7	4
> CC(C)CNC(=O)Cn1nnc(-c2ccccc2)n1
→ -2	.	3
> CCOC(=O)C1(C/C=C/c2ccccc2)CCCN(C(=O)C2CCOCC2)C1 (stereo not drawn)
→ -11	.	3
> COc1ccc(CN(Cc2ccc(F)cc2)Cc2nc(C(=O)NCc3ccccn3)co2)cc1
→ -3	-5	27
> CN1C(=O)/C(=C\C(=O)N2CCCC2)Sc2ccccc21
→ -3	-3	.
> CCOC(=O)C1=C(C)N=c2s/c(=C\c3cc(Cl)cc(Cl)c3O)c(=O)n2C1c1ccc(OC)cc1 (stereo not drawn)
→ 0	-3	12
> O=C1C(C(c2cccs2)N2CCN(Cc3ccccc3)CC2)Sc2ncnn21 (stereo not drawn)
→ 4	-3	6
> Cc1ccc(-n2c(CNC(=O)c3cc(C(F)(F)F)cc(C(F)(F)F)c3)nnc2SCc2ccccc2C)cc1
→ -12	-4	-3
> O=C(Nc1ccccc1N1CCOCC1)NC1CCCCC1
→ -3	.	-5
> COc1ccc(-c2nc(CC(=O)N3CCc4ccccc4C3c3ccccc3Cl)c(C)o2)cc1 (stereo not drawn)
→ 5	3	12

Record cards, from the list above. Order of screens: hcGAS inh | mcGAS lum | NPYLR7 ag
CCOC(=O)C1=C(C)N=c2s/c(=C\c3cc(Cl)cc(Cl)c3O)c(=O)n2C1c1ccc(OC)cc1 (stereo not drawn) is listed as 0 | -3 | 12
CCCNC(=O)Cn1cnc2c(nnn2C)c1=O is listed as -5 | . | 1
